CHT allo act – allosteric activators of human choline transporter CHT; B-score at 10 µM; CHT-expressing cells, membrane potential dye, choline EC20; hits give high values; LV-AA mutant CHT in HEK293 cells; Q9GZV3; 310,000 compounds, 0.49% hits;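 active means initial fluorescence not abnormally high and integrated response B-score, plate-corrected, over 3 SD above library mean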
Target sequence (Q9GZV3 whole entry, looked up): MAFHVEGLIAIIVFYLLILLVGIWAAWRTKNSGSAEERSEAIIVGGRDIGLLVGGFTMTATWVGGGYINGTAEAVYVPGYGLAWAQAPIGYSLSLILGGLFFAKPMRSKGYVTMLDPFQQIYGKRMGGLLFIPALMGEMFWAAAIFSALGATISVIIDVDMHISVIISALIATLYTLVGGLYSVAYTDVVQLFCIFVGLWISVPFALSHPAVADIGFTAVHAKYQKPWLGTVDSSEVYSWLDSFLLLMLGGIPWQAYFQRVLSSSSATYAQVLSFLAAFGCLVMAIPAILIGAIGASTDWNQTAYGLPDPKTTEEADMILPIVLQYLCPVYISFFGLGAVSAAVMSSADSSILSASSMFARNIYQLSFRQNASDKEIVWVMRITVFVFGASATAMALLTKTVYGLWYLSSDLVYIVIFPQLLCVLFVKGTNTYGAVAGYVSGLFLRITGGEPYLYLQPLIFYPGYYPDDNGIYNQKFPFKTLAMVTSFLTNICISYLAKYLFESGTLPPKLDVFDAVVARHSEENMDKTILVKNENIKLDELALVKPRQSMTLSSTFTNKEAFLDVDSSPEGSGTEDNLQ
CHT inh – human CHT choline transport inhibition. Q9GZV3. CHT-expressing cells, membrane potential dye, choline response; hits give low values. B-score at 10 µM. 310,000 compounds, 0.86% hits. AID 488975;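 active means B-score over 3 SD under the library average, and starting fluorescence ratio not unusually high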;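 further: choline stimulus applied at its EC90 after an EC20 pre-addition; B-score computed on integrated fluorescence ratio after choline addition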
Calls only.

CC1(C)Cc2c(cnn2-c2ccc(F)cc2)C(NC(=O)CCN2CCCC2=O)C1 (stereo unspecified) was read as CHT allo act inactive and CHT inh inactive.
Screening CCc1ccc(NC(=O)[C@H](Cc2ccccc2)NC(=O)C2CCN(C(=O)[C@@H](N)CC(C)C)CC2)cc1 returned CHT allo act inactive and CHT inh inactive.
Screening Cc1nc(CCNC(=O)C2CCC(=O)N(Cc3cccc(F)c3)C2)sc1C (stereo unspecified) returned CHT allo act inactive and CHT inh inactive.
Screening CN(C(=O)Cc1ccccc1)n1cnnc1 returned CHT allo act inactive and CHT inh inactive.
For CCOc1ccc(NC(=O)Cn2cncc2-c2ccc([N+](=O)[O-])cc2)cc1 the results were CHT allo act inactive and CHT inh inactive.
`O=C(COC(=O)CCc1c[nH]c(=O)[nH]1)Nc1ccccc1` gave CHT allo act inactive and CHT inh inactive.
COc1cc(OC)c(OC)cc1CN1CCN(Cc2cccn2C)CC1 was read as CHT allo act inactive and CHT inh inactive.
For O=C(O)c1ccc(S(=O)(=O)c2ccc(Sc3ccc(C(=O)O)c(C(=O)O)c3)cc2)cc1 the results were CHT allo act inactive and CHT inh inactive.
Fc1ccc2c(c1)C(c1ccc(N3CCOCC3)cc1)=NNC(c1cccs1)=N2 was read as CHT allo act inactive and CHT inh inactive.
For Cc1cc(C)cc(CC2CC(=O)N(c3cc(C)on3)C2=O)c1 (stereo unspecified) the results were CHT allo act inactive and CHT inh inactive.
For CCNC(=S)N1CCN(CCN=CC2=C(O)CC(c3ccco3)CC2=O)CC1 (stereo unspecified) the results were CHT allo act inactive and CHT inh inactive.
For CC1NC(=O)NC1CCCCCC(=O)Nc1ccc(F)c(Cl)c1 (stereo unspecified) the results were CHT allo act inactive and CHT inh inactive.
CCOC(=O)c1ccc(NC(=O)c2ccc(NS(C)(=O)=O)cc2)cc1 was read as CHT allo act inactive and CHT inh inactive.
For CCCC(CCC)c1nc2ccncc2[nH]1 the results were CHT allo act inactive and CHT inh inactive.
C/C(=N\Nc1nc(N2CCCCC2)nc(N2CCOCC2)n1)c1cccs1 was read as CHT allo act inactive and CHT inh inactive.
Screening CCCCn1c(N)nc2ccccc21 returned CHT allo act inactive and CHT inh inactive.
For O=C(O)CCCn1c(=O)c2cccn2c2ccc(F)cc21 the results were CHT allo act inactive and CHT inh inactive.
For N/C(CN1CCCC1=O)=N\OC(=O)c1ccc(Cl)cc1 the results were CHT allo act inactive and CHT inh inactive.
NC(=O)N/N=C/c1ccc(-n2nncc2-c2ccc(Cl)cc2)cc1 was read as CHT allo act inactive and CHT inh inactive.
For Cn1c(SCc2nc(-c3ccc(Cl)cc3)no2)nnc1-c1ccccc1 the results were CHT allo act inactive and CHT inh inactive.
Screening Oc1ccccc1-c1cc(C(F)(F)C(F)F)nc(-c2ccccc2)n1 returned CHT allo act inactive and CHT inh inactive.
`CCCCOc1ccc(C(=O)NCC(=O)OCC(=O)N2CCN(S(=O)(=O)c3ccc(C)cc3C)CC2)cc1` gave CHT allo act inactive and CHT inh inactive.
N#CNC(=Nc1ccc(F)cc1)SCc1ccccc1 was read as CHT allo act inactive and CHT inh inactive.
For COc1ccccc1C(=O)N/N=C/C(C)=C/c1ccccc1 the results were CHT allo act inactive and CHT inh inactive.
For O=C1CCCN1CCCNc1nc2c(S(=O)(=O)c3ccc(Br)cc3)nnn2c2ccccc12 the results were CHT allo act inactive and CHT inh inactive.
For Cc1cc(NC(=O)CSc2nc(-c3ccccc3)cs2)no1 the results were CHT allo act inactive and CHT inh inactive.
For CC(C)(O)C#Cc1ccc(CN2CCCC(CO)(Cc3cccc(Cl)c3)C2)cc1 (stereo unspecified) the results were CHT allo act inactive and CHT inh inactive.
CCCCc1nc(N)c(C#N)c(-c2ccco2)c1CCC was read as CHT allo act inactive and CHT inh inactive.
`CCOc1ccc(N/C(=C(/C(Cl)=C(Cl)Cl)[N+](=O)[O-])n2cncn2)cc1` gave CHT allo act inactive and CHT inh inactive.
Cc1ccc2nc(-c3ccc(NC(=O)COC(=O)c4ccco4)cc3)sc2c1 was read as CHT allo act inactive and CHT inh inactive.
`CCCN1C(=O)COc2ccc(-c3n[nH]c(=O)c4ccccc34)cc21` gave CHT allo act inactive and CHT inh inactive.
`O=c1ccc(S(=O)(=O)N2CCC(Cc3ccccc3)CC2)c[nH]1` gave CHT allo act inactive and CHT inh inactive.
For O=C(CCNC(=O)c1ccc(Br)cc1)Nc1cccc(S(=O)(=O)N2CCCCC2)c1 the results were CHT allo act inactive and CHT inh inactive.
`Nc1nonc1-n1nnc(C(=O)N/N=C/c2cccc(Cl)c2)c1-c1cccs1` gave CHT allo act inactive and CHT inh inactive.
For C=CCn1c(/N=C/c2ccc(N(C)C)cc2)nc2ccccc21 the results were CHT allo act inactive and CHT inh inactive.
Screening CC1=C(C)CS(=O)N(S(=O)(=O)c2ccc(Cl)cc2)C1 (stereo unspecified) returned CHT allo act inactive and CHT inh inactive.
`O=C(CSc1nc2[nH]ncc2c(=O)n1-c1ccccc1Br)NCc1ccccc1Cl` gave CHT allo act inactive and CHT inh inactive.
`CC1Cc2cc(S(=O)(=O)N3CCN(c4ccc(Cl)cc4)CC3)ccc2N1C(=O)C1CC1` (stereo unspecified) gave CHT allo act inactive and CHT inh inactive.
Screening CC(C)c1ccc(NC(=O)CSc2nc3ccsc3c(=O)n2Cc2ccc(C(=O)O)cc2)cc1 returned CHT allo act inactive and CHT inh inactive.
`CCNC(=O)COc1cc(C)c(Cl)c(C)c1` gave CHT allo act inactive and CHT inh inactive.
For O=C(NCC(=O)N(c1cccc(F)c1)C(C(=O)NC1CCCC1)c1ccncc1)c1ccco1 (stereo unspecified) the results were CHT allo act inactive and CHT inh inactive.
For Cc1ccc(S(=O)(=O)N[C@@H](C)C(=O)N2CCC(C(=O)N3CCC[C@H]3C(=O)O)CC2)cc1 the results were CHT allo act inactive and CHT inh inactive.
Screening Cc1nnc(NC(=O)c2cc(-c3ccncc3)nc3c(C)cccc23)s1 returned CHT allo act inactive and CHT inh inactive.
Screening O=C(CN1CCCc2ccccc21)Nc1ccc(F)cc1[N+](=O)[O-] returned CHT allo act inactive and CHT inh inactive.
`CC(=O)N1CCc2cc(S(=O)(=O)NC(CC(C)C)C(=O)Nc3cc(C)ccn3)ccc21` (stereo unspecified) gave CHT allo act inactive and CHT inh inactive.

Arranged by SMILES length (highest first): 7 of the compounds above
For Cc1ccc(S(=O)(=O)N[C@@H](C)C(=O)N2CCC(C(=O)N3CCC[C@H]3C(=O)O)CC2)cc1 the results were CHT allo act inactive and CHT inh inactive.
`CCCCOc1ccc(C(=O)NCC(=O)OCC(=O)N2CCN(S(=O)(=O)c3ccc(C)cc3C)CC2)cc1` gave CHT allo act inactive and CHT inh inactive.
For O=C(O)c1ccc(S(=O)(=O)c2ccc(Sc3ccc(C(=O)O)c(C(=O)O)c3)cc2)cc1 the results were CHT allo act inactive and CHT inh inactive.
`CC1Cc2cc(S(=O)(=O)N3CCN(c4ccc(Cl)cc4)CC3)ccc2N1C(=O)C1CC1` (stereo unspecified) gave CHT allo act inactive and CHT inh inactive.
Screening CC1=C(C)CS(=O)N(S(=O)(=O)c2ccc(Cl)cc2)C1 (stereo unspecified) returned CHT allo act inactive and CHT inh inactive.
For Cc1cc(NC(=O)CSc2nc(-c3ccccc3)cs2)no1 the results were CHT allo act inactive and CHT inh inactive.
Screening CCCCn1c(N)nc2ccccc21 returned CHT allo act inactive and CHT inh inactive.

Additional structures follow:
Cn1nccc1C(=O)N1CCCC(C(=O)c2ccc(C(F)(F)F)cc2)C1 (stereo unspecified) was read as CHT allo act inactive and CHT inh inactive.
CCOc1cc(C(=O)NC(CC(=O)O)c2ccc(OC3CCCC3)cc2)cc(OCC)c1OCC (stereo unspecified) was read as CHT allo act inactive and CHT inh inactive.
CCCc1c(C)nc2c(OC)cccc2c1SCC(=O)O was read as CHT allo act inactive and CHT inh inactive.
Screening COc1ccccc1C(=O)Nn1cnnc1 returned CHT allo act inactive and CHT inh inactive.
Screening c1ccc2cc(-c3csnn3)ccc2c1 returned CHT allo act inactive and CHT inh inactive.
Screening O=C(O)c1cc2c(s1)-c1ccccc1CC2 returned CHT allo act inactive and CHT inh inactive.
`CCCC(=O)Nc1ccc2c(c1)nc(CN1CCCC1)n2C` gave CHT allo act inactive and CHT inh inactive.
c1ccc(-c2nnc3sc(CN4CCC5(CC4)OCCO5)cn23)cc1 was read as CHT allo act inactive and CHT inh inactive.
Screening COc1ccc(Nc2nc3c(C)cccc3cc2C#N)cc1 returned CHT allo act inactive and CHT inh inactive.
For CCOc1cc(CN2CCN(C(=O)CC(C)C)CC2)ccc1OC the results were CHT allo act inactive and CHT inh inactive.
For COc1ccc(C2/C=C\CN(Cc3ccncc3)CC(=O)N2Cc2ccc(F)cc2)cc1 (stereo unspecified) the results were CHT allo act inactive and CHT inh inactive.
For Cc1ccc(C(=O)CCC2CCCC2=O)cc1 (stereo unspecified) the results were CHT allo act inactive and CHT inh inactive.
`COc1cccc(CNC(=O)Cn2c(=O)oc3cc(S(=O)(=O)N4CCCCC4)ccc32)c1` gave CHT allo act inactive and CHT inh inactive.
Screening COc1ccc(O)c(C(=O)c2cnc3onc(C)c3c2)c1 returned CHT allo act inactive and CHT inh inactive.
`O=C(CCSCc1cccc(Cl)c1)NCCC1=CCCCC1` gave CHT allo act inactive and CHT inh inactive.
Screening CC12C=CC(=O)C=C1CCC1C2C(=O)C[C@@]2(C)C1CCC2(O)C(=O)CO (stereo partly specified) returned CHT allo act inactive and CHT inh inactive.
For O=C(Nc1ccc(F)cc1)c1ccc(COc2ccccc2)cc1 the results were CHT allo act inactive and CHT inh inactive.
For CN(C)C(=O)CSc1nc(SCC(=O)N(C)C)n(-c2ccccc2)n1 the results were CHT allo act inactive and CHT inh inactive.
O=C(c1ccccn1)C1CCCN(Cc2nc(Cc3cccc(F)c3)no2)C1 (stereo unspecified) was read as CHT allo act inactive and CHT inh inactive.
For CN1C(=O)CC(N2CCN(C(=O)c3ccccc3)CC2)C1=O (stereo unspecified) the results were CHT allo act inactive and CHT inh inactive.
For COCCn1c(SCC(=O)Nc2ccc(NC(=O)c3ccco3)c(OC)c2)nc2ccccc2c1=O the results were CHT allo act inactive and CHT inh inactive.
COC(=O)c1ccccc1NC(=O)CSc1nnc(-c2cccnc2)n1N was read as CHT allo act inactive and CHT inh inactive.
Screening Cc1cc2c(cc1S(=O)(=O)NCC(C)c1ccccc1)n(C)c(=O)c(=O)n2C (stereo unspecified) returned CHT allo act inactive and CHT inh inactive.
COc1ccc(NC(=O)Nc2ccccc2F)c(C)c1 was read as CHT allo act inactive and CHT inh inactive.
`CN(Cc1ccc(F)cc1)C(=O)COc1ccc2ccccc2c1` gave CHT allo act inactive and CHT inh inactive.
COC(=O)c1ccccc1NC(=O)C1CCCN(S(=O)(=O)c2ccc(OC)cc2)C1 (stereo unspecified) was read as CHT allo act inactive and CHT inh inactive.
Screening Cc1ccc(C)c(NC(=O)CCn2cnnn2)c1 returned CHT allo act inactive and CHT inh inactive.
Screening O=C(c1cc(COc2ccc(F)cc2Cl)on1)N1CCC(OCc2cccnc2)CC1 returned CHT allo act inactive and CHT inh inactive.
`COc1ccccc1N(C)S(=O)(=O)c1ccc(C(=O)OCC(=O)Nc2cc(C)on2)cc1` gave CHT allo act inactive and CHT inh inactive.
Screening O=C(NCCCCc1ccccc1)C12CN(Cc3ccccc3)CC1C(c1ccc([N+](=O)[O-])cc1)=NO2 (stereo unspecified) returned CHT allo act inactive and CHT inh inactive.
Screening Cn1nnc(NC(=O)CSc2ncn[nH]2)n1 returned CHT allo act inactive and CHT inh inactive.
O=C(COc1ccc2ccccc2c1)NCCn1ccc2ccccc21 was read as CHT allo act inactive and CHT inh inactive.
`CCOc1ccc(NC(=O)Cn2cc(C(=O)C3CC3)c3ccccc32)cc1` gave CHT allo act inactive and CHT inh inactive.
`COc1cccc(CN(C)C(=O)c2ccc(OCC(=O)Nc3cccc(C(F)(F)F)c3)c(OC)c2)c1` gave CHT allo act inactive and CHT inh inactive.
CCCCN(C)CCNC(=O)c1cc2cc3ccc(OC)cc3nc2o1 was read as CHT allo act inactive and CHT inh inactive.
For CCCCOc1ccc(C2(C(=O)O)CCCC2)cc1 the results were CHT allo act inactive and CHT inh inactive.
For CCCN1CCc2c(sc(NC(=O)CCS(=O)(=O)c3ccccc3)c2C(N)=O)C1 the results were CHT allo act inactive and CHT inh inactive.
For CCCOc1ccc(Cn2c(C)nc([N+](=O)[O-])c2SCC(O)COC)cc1[N+](=O)[O-] (stereo unspecified) the results were CHT allo act inactive and CHT inh inactive.
For CC(C)OC(=O)NCCOC(=O)Nc1ccccc1Cl the results were CHT allo act inactive and CHT inh inactive.
For COc1ccc2c(c1)c(C(=O)CN1CCN(Cc3ccccc3)CC1)c(C)n2C the results were CHT allo act inactive and CHT inh inactive.
CCOc1ccc(/C=C/C(=O)NCCc2ccc(OC)c(OC)c2)cc1 was read as CHT allo act inactive and CHT inh inactive.
For Nc1c(-c2ccc(Cl)cc2)cnn1-c1ccccc1 the results were CHT allo act inactive and CHT inh inactive.
For CCOC(=O)C1=C(CN2CCOCC2)NC(=O)NC1c1cc(C)ccc1C (stereo unspecified) the results were CHT allo act inactive and CHT inh inactive.
O=C(N/N=C/c1ccccc1)c1ccc(-c2ccccc2)cc1 was read as CHT allo act inactive and CHT inh inactive.
Screening Cc1cccc(NC(=O)CSc2nnc(NC(=O)C3CCC3)s2)c1 returned CHT allo act inactive and CHT inh inactive.

Reprinted at random: three records from the list
For Nc1c(-c2ccc(Cl)cc2)cnn1-c1ccccc1 the results were CHT allo act inactive and CHT inh inactive.
For CCCCOc1ccc(C2(C(=O)O)CCCC2)cc1 the results were CHT allo act inactive and CHT inh inactive.
Screening Cn1nnc(NC(=O)CSc2ncn[nH]2)n1 returned CHT allo act inactive and CHT inh inactive.
